uPA generation = qHTS for Inhibitors of Cell Surface uPA Generation | 330,000 tested, 0.31% active | Potency, µM (series often up to 38.3 µM), for inactives: top-dose activity change, negative = inhibition, usual class: inhibitors | cell surface uPA generation assay, qHTS; active means well fitted inhibition curve with a large enough effect; inconclusive means small, poorly fitted or top-dose-only effect; inactive means no such curve, though single readings can be large or run the other way; tested in mouse RAW 264.7 cells; further: potency means the concentration at half of the fitted maximal effect; nearly all actives have a fitted effect of over 55% in size
USP2a block = qHTS Assay for Inhibitors of Ubiquitin-specific Protease USP2a Using CHOP2 as the Reporter | Potency, µM (series often up to 38.3 µM), for inactives: at the top dose activity change, negative = inhibition, usual class: inhibitors | USP2 core, Ub-CHOP2 coupled fluorogenic reporter, 485/531 | 330,000 tested, 0.01% active | Ubiquitin carboxyl-terminal hydrolase 2 (Homo sapiens), O75604;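 further: potency means the concentration at half of the fitted maximal effect; plate controls were DMSO wells for no effect and full inhibition by NEM control for full effect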
Target sequence (O75604 whole entry, looked up): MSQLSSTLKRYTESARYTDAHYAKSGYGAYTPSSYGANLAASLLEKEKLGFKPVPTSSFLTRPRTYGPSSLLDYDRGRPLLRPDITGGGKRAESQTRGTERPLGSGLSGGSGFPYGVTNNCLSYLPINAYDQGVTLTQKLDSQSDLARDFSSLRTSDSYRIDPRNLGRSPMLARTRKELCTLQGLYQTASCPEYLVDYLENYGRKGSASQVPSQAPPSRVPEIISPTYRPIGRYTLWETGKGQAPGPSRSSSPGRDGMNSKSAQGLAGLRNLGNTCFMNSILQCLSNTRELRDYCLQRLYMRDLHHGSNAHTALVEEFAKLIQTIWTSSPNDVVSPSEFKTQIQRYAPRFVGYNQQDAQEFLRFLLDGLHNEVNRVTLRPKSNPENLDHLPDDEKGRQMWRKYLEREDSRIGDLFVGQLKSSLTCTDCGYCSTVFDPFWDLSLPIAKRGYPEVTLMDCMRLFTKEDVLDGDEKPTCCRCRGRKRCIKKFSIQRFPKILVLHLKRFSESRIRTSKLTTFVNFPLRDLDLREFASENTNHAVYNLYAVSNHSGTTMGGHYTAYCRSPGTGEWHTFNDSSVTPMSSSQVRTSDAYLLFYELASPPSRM
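Cell-free coupled assay: 10nM USP2 core preincubated 30min RT with compound in Tris-HCl pH 8.0/CaCl2/CHAPS buffer, then 25nM Ub-CHOP2 and 25nM reporter substrate; fluorescence (Ex 485/Em 531) read after 60min RT, normalized to NEM inhibition, concentration-response curves fitted.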
Chronic BCR inh = qHTS Assay to Find Inhibitors of Chronic Active B-Cell Receptor Signaling; Potency, µM (highest dose often 46.1 µM), for inactives: top-dose ratio change, negative = lower green/red ratio, hits mostly inhibitors; 340,000 tested, 0.05% active; AID 493014, 2011; ABC-DLBCL IkBa-CBG/CBR reporter, luminescence ratio, 4 h; active means well fitted inhibition curve with a large enough effect in the signal ratio, with a control signal flat, not every such curve was filed as active; inconclusive means small, poorly fitted or top-dose-only effect, or effect the other way, or a change in a side signal; the % refers to the signal ratio;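 further: potency means the concentration at half of the fitted maximal effect; plate controls were basal doxycycline-induced cells for no effect and cells given 10 µM MG132 for full effect; MG132 reads +100%, hits lower the ratio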
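Doxycycline induced both beetle luciferases in TMD8 lymphoma cells; IKK-driven degradation limits the IkappaBalpha-fused green signal, while red luminescence normalises for cell number and nonspecific effects. Compounds tested up to 46 uM, 4 hrs.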
KCNH2 3.1 block = qHTS for Inhibitors of KCHN2 3.1: Mutant qHTS | 340,000 tested, 0.95% active | Potassium voltage-gated channel subfamily H member 2, brain isoform KCNH2 3.1 (human) | activity change, % (tested at about 1.8 µM) | U2OS KCNH2 3.1, thallium flux FluxOr; stronger effect = lower value;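 active means maximum activity change below -70%; inconclusive means maximum activity change from -70% to -50%; inactive means maximum activity change above -50%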;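 further: thallium influx rate constant from kinetic fluorescence after stimulation buffer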
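Channel expression came from 3.1 mutant virus (1.77 x 10^8 /mL) applied to suspended U2OS cells for 4 h. Flux was tracked with FluxOr dye plus Red40 quencher, and kinetic rate constants normalized to controls.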
PKM2 act = qHTS Assay for Activators of Human Muscle isoform 2 Pyruvate Kinase; purified PKM2, Kinase-Glo ATP luminescence, activation; response scale: 0% is enzyme alone, no compound; 260,000 tested, 0.34% active; Pyruvate kinase PKM (Homo sapiens), P14618; Potency, µM (doses to about 57.5 µM), inactives show top-dose activation, usual class: activators; further: potency means the concentration at half of the fitted maximal effect; nearly all actives have a fitted effect of over 55% in size
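Purified hPK-M2 (>95% pure) converted ADP (0.1 mM final) to ATP with 0.5 mM PEP in 50 mM imidazole pH7.2, KCl, MgCl2, Tween 20, BSA; 1 h at room temperature. ATP detected by Kinase-Glo luminescence.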
GALK inh = qHTS Assay for Inhibitors of Human Galactokinase (GALK) | P51570 | Purified GALK, Kinase-Glo residual ATP luminescence | Potency, µM (series often up to 57.5 µM), without a hit: top-dose activity change, negative = inhibition, actives largely listed as inhibitors | 270,000 tested, 0.007% active; further: potency means the concentration at half of the fitted maximal effect
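Kinase-Glo Plus luminescence measured ATP left after a 1 h room-temperature reaction. The reaction used 5 nM GALK, 100 uM galactose and 35 uM ATP at pH 8.0 (20 mM HEPES, 5 mM MgCl2, 60 mM NaCl, 1 mM DTT, 0.01% BSA).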
Eya2 phos inh = qHTS Assay for Inhibitors of the Phosphatase Activity of Eya2; recombinant Eya2, OMFP fluorescence dephosphorylation (OMFP is methylfluorescein phosphate); Potency, µM (series often up to 76.9 µM), for the others: top-dose activity, negative = inhibition, hits mostly inhibitors; 330,000 tested, 0.006% active; further: potency means the concentration at half of the fitted maximal effect
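Eya2 (0.2 uM) preincubated 10 min at ambient with compound, then OMFP substrate added at 50 uM; 10 min reaction in 50 mM HEPES pH 7.5, 50 mM NaCl, 5 uM MgCl2, 0.05% BSA, 1 mM DTT. Fluorescence read at Ex 485/Em 525 nm.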
B2AR arrestin = qHTS assay of beta-arrestin-biased ligands of beta2-adrenergic receptor; Beta-2 adrenergic receptor (Homo sapiens), P07550; beta-arrestin recruitment to beta2AR, cell-based reporter; Potency, µM (doses to about 46.1 µM), for the others: at the highest dose activation, most hits filed as activators; 330,000 tested, 0.02% active; AID 492947, 2010;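 further: potency means the concentration at half of the fitted maximal effect; 0% = DMSO controls and full agonism = EC100 isoproterenol or metaproterenol; nearly all actives have a fitted effect of over 65% in size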
Target sequence (P07550 whole entry, looked up): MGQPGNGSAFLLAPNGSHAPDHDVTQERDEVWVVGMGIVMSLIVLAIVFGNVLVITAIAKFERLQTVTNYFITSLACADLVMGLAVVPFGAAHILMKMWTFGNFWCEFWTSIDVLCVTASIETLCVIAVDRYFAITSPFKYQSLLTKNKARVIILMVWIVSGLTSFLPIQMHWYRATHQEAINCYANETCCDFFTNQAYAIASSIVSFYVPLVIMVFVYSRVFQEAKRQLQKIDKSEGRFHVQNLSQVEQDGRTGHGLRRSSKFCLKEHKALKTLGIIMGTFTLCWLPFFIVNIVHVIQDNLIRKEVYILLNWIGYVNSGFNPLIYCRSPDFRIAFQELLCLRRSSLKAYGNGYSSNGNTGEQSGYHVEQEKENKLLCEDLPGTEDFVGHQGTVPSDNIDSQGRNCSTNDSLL
KCNH2 WT inh = qHTS for Inhibitors of KCHN2 3.1: Wildtype qHTS; U2OS, BacMam KCNH2, thallium flux FluxOr; stronger effect = lower value; Voltage-gated inwardly rectifying potassium channel KCNH2 (Homo sapiens), Q12809; 340,000 tested, 0.37% active; activity change, % at 1.84 µM; AID 720551, 2013;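 active means maximum activity change below -70%; inconclusive means maximum activity change between -70% and -50%; inactive means maximum activity change above -50%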
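U2OS cells transduced with wild-type KCNH2 virus are loaded with FluxOr dye for 45 min, and thallium flux is measured in kinetic reads before and after stimulation buffer. Rate constants are normalized to DMSO controls.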
Giardia kill = Small Molecules that selectively kill Giardia lamblia: qHTS | Giardia lamblia trophozoite viability | activity change, % at 7.66 µM, hits read low | 340,000 tested, 0.15% active | AID 540267, 2011; in the data active means activity change below about -80%; inconclusive means between about -30% and that limit;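 further: parasites exposed to compound for two days anaerobically before the ATP read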
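Trophozoite viability was measured as ATP-dependent luminescence, read 15-30 min after reagent addition. Before that, parasites at 100 cells/well were exposed to compounds for 48 h, anaerobically, at 37 deg C.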
Coupling enz = qHTS Assay for Inhibitors of Fructose-1,6-bisphosphate Aldolase from Giardia Lamblia: Coupling assay counterscreen; activity change, negative = inhibition, % at 58.2 µM, hits read low; coupling enzyme system counterscreen, AmpLite Red fluorescence; 290,000 tested, 0.67% active; in the data active means activity change below about -30%
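Counterscreen lacking aldolase: glyceraldehyde-3-phosphate coupling-enzyme reagent preincubated 10 min at RT with compound (at 57.5 uM final), then substrate/coupling system with AmpLite Red added; fluorescence read at 525/598 nm after 20 min RT.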
Numbers without * were called inactive; u = inconclusive; x = not tested or not shown; & = joins results of further samples. Unless noted, the call rests on the fitted dose curve; in most records, active means well fitted curve in the direction sought with a large enough effect; inconclusive means small, poorly fitted or top-dose-only effect, or another doubt; inactive means no such curve, though single readings can be large; an effect the other way counts as inactive or inconclusive. Unless noted, on the % scale 0 is the no-effect control and ±100 the full control effect. Outcome played no part in choosing rows; 2.4% or so of the library scored in one or more.

Letter code: A = uPA generation; B = USP2a block; C = Chronic BCR inh; D = KCNH2 3.1 block; E = PKM2 act; F = GALK inh; G = Eya2 phos inh; H = B2AR arrestin; I = KCNH2 WT inh; J = Giardia kill; K = Coupling enz
1: CC(=O)c1c(C)[nH]c(C(=O)NCc2ccc(C)cc2)c1C
  A = -3%	B = -2%	C = u	D = 7	E = 0%	F = -2%	G = -39%	H = -1.7%	I = 1	J = -12	K = 4
2: CCN1C(=NCCCCO)N[C@@H](c2cccc(C(F)(F)F)c2)C(C(=O)OC)=C1C
  A = 4%	B = 0%&1%	C = u	D = 8	E = -1%&0%	F = x	G = 1%&5%	H = 0.0%&-1.2%	I = 2	J = -30	K = 0&0
3: CCOC(=O)N1CCC(NC(=O)C(Cc2ccccc2)NC(=O)C2CCCCC2)CC1 (stereo not given)
  A = 5%	B = 0%	C = 0%	D = -5	E = -17%	F = 0%	G = -3%	H = 0.0%	I = 1	J = 8	K = -2
4: O=C1CN(C(=O)COC(=O)/C=C/c2ccc(F)cc2)c2ccccc2N1
  A = 1%	B = 4%	C = u	D = -2	E = x	F = x	G = -1%	H = -2.1%	I = -3	J = -5	K = x
5: O=C(c1ccc(Cl)cc1)c1c[nH]cc1-c1ccccc1
  A = 3%	B = 3%	C = 7%	D = 3	E = -5%	F = 0%	G = -1%	H = -0.1%	I = 8	J = 17	K = 0
6: CCN(CC)c1ccc(C2NCC(c3ccc([N+](=O)[O-])cc3)O2)cc1 (stereo not given)
  A = -5%	B = 0%	C = -20%	D = -1	E = 7%	F = 1%	G = 8%	H = 0.2%	I = -16	J = -12	K = 0
7: CCc1cccc(C)c1NC(=O)c1cccc(N(C)C)c1
  A = -2%	B = -1%	C = 2%	D = -20	E = 0%	F = -3%	G = -12%	H = -0.1%	I = 8	J = -11	K = -1
8: CCCCNC(=S)NNC(=O)c1cc(C2CC2)nc2ccccc12
  A = -4%	B = 3%	C = 1%	D = 6	E = 2%	F = -1%	G = -1%	H = 4.6%	I = -10	J = -5	K = 1
9: CN(C)C=Nc1ccc(Cl)c(Cl)c1
  A = 4%	B = 2%	C = -11%	D = 4	E = -3%	F = 6%	G = 7%	H = -0.8%	I = 0	J = u	K = 1
10: COc1c(C)cc(C(=O)C2CCCN(S(=O)(=O)c3c(C)noc3C)C2)cc1C (stereo not given)
  A = x	B = -7%	C = -5%	D = 6	E = 12%	F = 4%	G = -4%	H = -0.3%	I = 6	J = 2	K = -1
11: CCOc1cc(/C=N/NC(=O)c2ccccc2-n2cccc2)ccc1O
  A = 11µM*	B = 0%	C = u	D = 5	E = x	F = x	G = -10%	H = -0.2%	I = 1	J = -6	K = x
12: O=C(Nc1ccc(S(=O)(=O)N2CCCCC2)cc1)C1CC(=O)N(c2ccccc2)C1 (stereo not given)
  A = -6%	B = 1%	C = 3%	D = 2	E = -8%	F = -2%	G = -1%	H = 0.5%	I = -1	J = -15	K = -2
13: N#C/C(=C\c1cccs1)C(=O)NCc1ccco1
  A = -1%	B = 3%	C = 3%	D = -2	E = -1%	F = 0%	G = -10%	H = -0.1%	I = -3	J = -18	K = 1
14: Cc1cccc(C)c1N(CC(=O)NCc1ccco1)C(=O)CNS(=O)(=O)c1ccc(F)cc1
  A = 3%	B = 0%	C = u	D = 5	E = x	F = 1%	G = -21%	H = 0.5%	I = 5	J = 0	K = 0
15: COc1ccc(Cc2noc(CN(C)C3CC(C)(C)NC(C)(C)C3)n2)cc1OC
  A = 1%	B = 1%	C = -13%	D = 0	E = -3%	F = 1%	G = -6%	H = -0.1%	I = -13	J = -7	K = 2
16: CCOc1ccc(-n2c(SCc3ccc(C#N)cc3)nnc2-c2cccnc2)cc1
  A = 2%	B = 0%	C = -19%	D = -25	E = 5%	F = -4%	G = 18%	H = 6.5%	I = -3	J = -2	K = 1
17: Cc1nnc(SCC(=O)Nc2ncc(Cl)cc2Cl)n1Cc1ccccc1
  A = 1%	B = 3%	C = u	D = -1	E = 6%	F = 4%	G = 10%	H = -0.4%	I = 0	J = -10	K = 8
18: CCCCn1cnc2c(cnn2-c2ccc(F)cc2)c1=O
  A = -2%	B = 2%	C = u	D = 3	E = 0%	F = -6%	G = 5%	H = 3.1%	I = 8	J = -2	K = 2
19: CCCCNCC(=O)Nc1ccc(NC(=O)CNCCCC)cc1
  A = 9%	B = -2%	C = -3%	D = 6	E = -4%	F = 1%	G = -4%	H = -1.4%	I = 5	J = -18	K = 8
20: C=CCC1(CC=C)CCCN1C(=O)Cn1nnnc1CN(C)C(C)C
  A = -3%	B = -4%	C = u	D = 1	E = 0%	F = 4%	G = -2%	H = 0.1%	I = -17	J = 8	K = -7

Molecules from the list above with a halogen:
Letter code: A = uPA generation; B = USP2a block; C = Chronic BCR inh; D = KCNH2 3.1 block; E = PKM2 act; F = GALK inh; G = Eya2 phos inh; H = B2AR arrestin; I = KCNH2 WT inh; J = Giardia kill; K = Coupling enz
2: CCN1C(=NCCCCO)N[C@@H](c2cccc(C(F)(F)F)c2)C(C(=O)OC)=C1C
  A = 4%	B = 0%&1%	C = u	D = 8	E = -1%&0%	F = x	G = 1%&5%	H = 0.0%&-1.2%	I = 2	J = -30	K = 0&0
4: O=C1CN(C(=O)COC(=O)/C=C/c2ccc(F)cc2)c2ccccc2N1
  A = 1%	B = 4%	C = u	D = -2	E = x	F = x	G = -1%	H = -2.1%	I = -3	J = -5	K = x
5: O=C(c1ccc(Cl)cc1)c1c[nH]cc1-c1ccccc1
  A = 3%	B = 3%	C = 7%	D = 3	E = -5%	F = 0%	G = -1%	H = -0.1%	I = 8	J = 17	K = 0
9: CN(C)C=Nc1ccc(Cl)c(Cl)c1
  A = 4%	B = 2%	C = -11%	D = 4	E = -3%	F = 6%	G = 7%	H = -0.8%	I = 0	J = u	K = 1
14: Cc1cccc(C)c1N(CC(=O)NCc1ccco1)C(=O)CNS(=O)(=O)c1ccc(F)cc1
  A = 3%	B = 0%	C = u	D = 5	E = x	F = 1%	G = -21%	H = 0.5%	I = 5	J = 0	K = 0
17: Cc1nnc(SCC(=O)Nc2ncc(Cl)cc2Cl)n1Cc1ccccc1
  A = 1%	B = 3%	C = u	D = -1	E = 6%	F = 4%	G = 10%	H = -0.4%	I = 0	J = -10	K = 8
18: CCCCn1cnc2c(cnn2-c2ccc(F)cc2)c1=O
  A = -2%	B = 2%	C = u	D = 3	E = 0%	F = -6%	G = 5%	H = 3.1%	I = 8	J = -2	K = 2

Shown with each value named: two of the compounds above.
(15) COc1ccc(Cc2noc(CN(C)C3CC(C)(C)NC(C)(C)C3)n2)cc1OC
  uPA generation: 1%	USP2a block: 1%	Chronic BCR inh: -13%	KCNH2 3.1 block: 0	PKM2 act: -3%	GALK inh: 1%	Eya2 phos inh: -6%	B2AR arrestin: -0.1%	KCNH2 WT inh: -13	Giardia kill: -7	Coupling enz: 2
(6) CCN(CC)c1ccc(C2NCC(c3ccc([N+](=O)[O-])cc3)O2)cc1 (stereo not given)
  uPA generation: -5%	USP2a block: 0%	Chronic BCR inh: -20%	KCNH2 3.1 block: -1	PKM2 act: 7%	GALK inh: 1%	Eya2 phos inh: 8%	B2AR arrestin: 0.2%	KCNH2 WT inh: -16	Giardia kill: -12	Coupling enz: 0

Source: PubChem BioAssay (National Center for Advancing Translational Sciences (NCATS))
